Assay outcomes: PubChem BioAssay, several laboratories
TRPC4 PAM = allosteric potentiators of mouse TRPC4 channel; actives 0.42% (n = 310,000); Q9QUQ5; B-score at 10 µM; HEK293 TRPC4beta/mu-opioid, DAMGO EC20, Fluo-4 Ca2+ flux; hits give high values;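 active means B-score of calcium response area above 5 SD of library B-scores, with initial fluorescence ratio within 5 SD of library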;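 further: B-score of integrated fluorescence ratio over time as area under calcium response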
TRPC4 block = TRPC4 (mouse) channel inhibition; Q9QUQ5; HEK293 TRPC4beta/mu-opioid, DAMGO-evoked Fluo4 calcium flux; hits give low values; B-score at 10 µM; actives 0.39% (n = 300,000);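 active means B-score over 3 SD under the library average, no early fluorescence shift, positive overall ratio signal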
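Assay system: HEK293 cells with stable TRPC4beta plus mu-opioid receptor expression. Dosing: single dose. Measured by: Fluo4 Ca2+ flux fluorescence. Also added: DAMGO in two steps, submaximal then maximal. Read-out: B score from integrated Fluo4 fluorescence ratio.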
TRPC4 agonist = opens the mouse TRPC4 cation channel | B-score at 10 µM | Q9QUQ5 | actives 0.49% (n = 310,000) | HEK293 TRPC4beta/mu-opioid, Fluo4 calcium fluorescence; hits give high values;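 active means B-score above 5 SD of library B-scores, and initial fluorescence ratio not above library mean plus 5 SD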;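 further: positive B-score marks a calcium rise read as TRPC4 activation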
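Material: TRPC4beta and mu-opioid receptor HEK293 stable cells | Incubation: 45 min room-temperature Fluo4 loading, 110 s read | Detection: Kinetic Fluo4 calcium fluorescence | Measure: Integrated baseline-normalised fluorescence ratio, converted to per-well B score | Benchmarks: Low control buffer alone, high control maximal DAMGO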
TMEM16A act = activates or potentiates the mouse TMEM16A chloride channel | Q8BHY3 | HEK293 TMEM16A/YFP-H148Q/I152L, iodide quench fluorescence; hits give low values | B-score at 10 µM | actives 0.3% (n = 340,000);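 active means fluorescence-ratio B-score plate-corrected deviation score at least 3 library SD below zero, with starting fluorescence score within 5 deviations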;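 further: channel opened by trigger with iodide after compound preincubation; score built on the fluorescence ratio of max minus min over baseline; more negative score means more quench and so TMEM16A activation or potentiation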
MrgX1 antag = blocks BAM8-22 activation of human MrgX1 receptor; B-score at 10 µM; MRGX1-HEK293 calcium flux, Fluo-4, BAM8-22 antagonism; hits give low values; actives 1.3% (n = 310,000); Q96LB2; AID 588676;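 active means calcium-response B-score plate-corrected more than 3 library SD below zero, starting fluorescence within 5 deviations, no agonist response on first addition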;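 further: peak minus trough fluorescence over baseline after final BAM8-22 challenge near maximal dose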
Target sequence (Q96LB2 whole entry, looked up): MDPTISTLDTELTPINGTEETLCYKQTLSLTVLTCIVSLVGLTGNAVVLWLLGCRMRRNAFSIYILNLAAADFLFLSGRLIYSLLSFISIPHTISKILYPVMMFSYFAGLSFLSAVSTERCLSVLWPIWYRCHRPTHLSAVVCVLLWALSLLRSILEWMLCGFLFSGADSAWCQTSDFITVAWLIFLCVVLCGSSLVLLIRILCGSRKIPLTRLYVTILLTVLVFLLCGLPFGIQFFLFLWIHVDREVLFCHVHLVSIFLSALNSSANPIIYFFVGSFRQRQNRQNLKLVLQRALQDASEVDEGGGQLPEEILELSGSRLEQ
MrgX1 ag = activates human MrgX1 receptor signaling | MrgX1-HEK293 cells, Fluo-4 calcium fluorescence, agonist mode; hits give high values | B-score at 10 µM | actives 0.44% (n = 310,000);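 active means calcium response B-score plate-corrected fluorescence ratio at least 3 library SD, with starting fluorescence B-score inside 5 SD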
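Material: MrgX1-expressing HEK293 cells / Dosing: compound as first of three additions / Incubation: overnight seeding, then 1 h dark dye loading / Signal: Fluo-4 NW calcium fluorescence / Evaluation: B-scored fluorescence response ratio / Benchmarks: positive and negative control wells on each plate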
SKKanGAS inh = inhibitors of SKKanGAS S. pyogenes growth in kanamycin (SK-promoter or general growth effect); actives 1.3% (n = 300,000); inhibition, % at 7.5 µM; BacTiter-Glo, 6 h;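 active means mean replicate score, as percent of positive control median, at least 50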;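 further: strain carries kanamycin resistance gene driven by streptokinase promoter and grows in 40 µg/ml kanamycin; loss of luminescence reflects streptokinase promoter inhibition or plain growth inhibition; 0% = median of DMSO wells and 100% = positive control at its reference dose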
TMEM16A inh = blocks the mouse calcium-activated chloride channel TMEM16A; HEK293 TMEM16A/YFP iodide influx fluorescence, ionomycin; AID 588511; normalized B-score (activity score, 25-100; higher = stronger inhibition) at 10 µM; actives 1.2% (n = 310,000);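 active means ratio plate-corrected score three or more library SD toward inhibition, starting fluorescence score within five deviations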;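 further: score derived from kinetic fluorescence span divided by baseline fluorescence per well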
TRPC6 activator = mouse TRPC6 channel activation; AID 2550; B-score at 10 µM; actives 0.13% (n = 310,000); HEK293-TRPC6 membrane potential dye fluorescence; hits give high values;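 active means B-score of the integrated fluorescence ratio above library mean plus 3 SD, and starting fluorescence ratio within library mean plus 5 SD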;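 further: higher score means more depolarization so channel activation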
MrgX1 PAM = human MrgX1 positive allosteric modulation, primary screen | B-score at 10 µM | AID 588675 | actives 0.63% (n = 310,000) | MrgX1-HEK293, Fluo-4 calcium flux, FDSS; hits give high values;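 active means plate-corrected calcium response at least 3 library SD above typical, normal starting fluorescence, not activating the receptor alone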;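 further: compound read alongside a low EC10 to EC30 dose of BAM8-22 agonist; peak minus trough fluorescence over baseline measured at the second addition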
TRPC6 inhibitor = mouse TRPC6 channel inhibition | AID 2553 | actives 1.1% (n = 310,000) | B-score at 10 µM | HEK293-TRPC6, membrane potential dye, ACh-evoked depolarization; hits give low values;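 active means B-score under library mean minus 3 SD, initial fluorescence not abnormally high, positive integrated signal ratio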;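 further: B-score derived from integrated fluorescence ratio over the kinetic read; more negative B-score means stronger inhibition of depolarization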
Starred values were filed as active, the others as inactive; i = inactive; / = no result given. Rows were taken by chance; any-hit rate near 6.7%.

mol	TRPC4 PAM	TRPC4 block	TRPC4 agonist	TMEM16A act	MrgX1 antag	MrgX1 ag	SKKanGAS inh	TMEM16A inh	TRPC6 activator	MrgX1 PAM	TRPC6 inhibitor
O=C(/C=C/c1ccccc1)NC(=S)Nc1ccccc1C(=O)NC1CCCCC1	i	i	i	i	i	i	-4.6	i	i	i	i
CCC(=O)N(CCC(c1ccco1)c1ccccc1OC)Cc1cccs1 (configuration not stated)	i	i	i	i	i	i	12.7	100*	i	i	i
CCOC(=O)Cc1csc(NC(=O)C(CC(C)C)NC(=O)C2CCCCC2)n1 (configuration not stated)	i	i	i	i	i	i	-6.1	i	i	i	i
COC1CCN(C(=O)CC2C(=O)NCCN2CC(C)(C)C)CC1 (configuration not stated)	i	i	i	i	i	i	0.8	i	i	i	i
CC(=O)NN1C(=O)/C(=C/c2ccc(C(C)C)cc2)SC1=S	i	i	i	i	i	i	-2.7	i	i	i	i
O=C(O)c1ccccc1CSc1nc2ccccc2n1Cc1ccccc1C(=O)O	i	i	i	i	i	i	4.3	i	i	i	i
O=C(Oc1nsnc1N1CCCCC1)N1CCOCC1	i	i	i	i	i	i	4.3	i	i	i	i
CC1=C(C)/C(=N\OS(=O)(=O)c2ccc(C)cc2)C=CC1=O	/	/	/	-4.76*	-5.19*	i	/	25*	/	i	/
COc1ccc(CCNC(=O)c2cc(S(=O)(=O)N3CCC4(CC3)OCCO4)ccc2F)cc1OC	i	i	i	i	i	i	-2.0	i	i	i	i
COc1ccccc1NS(=O)(=O)c1ccc(-c2cc(C)no2)s1	i	i	i	i	i	i	4.4	i	i	i	i
O=C(Nc1ccc(-c2cn3ccsc3n2)cc1)C1COc2ccccc2O1 (configuration not stated)	i	i	i	i	i	i	14.4	i	i	i	i
O=C(Cc1ccccc1)NC1CCN(C(=O)c2ccc([N+](=O)[O-])cc2)CC1	i	i	i	i	i	i	2.2	i	i	i	i
Cc1cc(Cn2nc(C(=O)NCc3cccc(C(F)(F)F)c3)cc2-c2ccccc2)on1	/	/	/	i	i	i	/	i	/	i	/
CN1C(=O)c2ccc(N(C)C)cc2C1=O	i	i	i	i	i	i	-4.6	i	i	i	i
CCn1cc(Cl)c(C(=O)Nc2ccc3c(c2)OCCO3)n1	i	i	i	i	i	i	0.7	i	i	i	i
CCOc1ccc(NC(=O)C2CCCN(C(=O)NCc3ccccc3)C2)cc1 (configuration not stated)	i	i	i	i	i	i	-5.4	i	i	i	i
CC(=O)N1CCC(C(=O)Nc2nc(-c3ccccc3)ns2)CC1	i	i	i	i	i	i	-1.0	i	i	i	i
CCc1ccc(NC(=S)N(CCCN2CCOCC2)Cc2ccco2)cc1	i	i	i	i	i	i	2.5	i	i	i	i
CCCC(=O)Nc1cccc(-c2cn3ccsc3n2)c1	i	i	i	i	i	i	-2.5	i	i	i	i
Cc1cc(C)nc(N/N=C/c2ccc3c(c2)OCCO3)n1	i	i	i	i	i	i	-3.5	i	i	i	i
NC(=O)CCCn1c(C(=O)c2cc(Cl)c(N)c(Cl)c2)c2ccc([N+](=O)[O-])cc2[n+]1[O-]	i	i	i	i	i	i	68.9*	i	i	i	i
CC1=C(C(=O)OCC2CCCO2)C(c2ccc(F)cc2)NC(=O)N1 (configuration not stated)	i	i	i	i	i	i	/	i	i	i	i
O=c1c2ccccc2nc2c3ccccc3c(NCCN3CCOCC3)nn12	i	i	i	/	i	i	6.0	i	i	i	i
COc1ccc(N2CCN(CCCNC(=O)Cn3c(=O)c4cccn4c4cccnc43)CC2)cc1	i	i	i	i	i	i	-6.6	i	i	i	i
CC(NC(=O)c1ccc(NC2=NC3CS(=O)(=O)CC3S2)cc1)c1ccccc1 (configuration not stated)	i	i	i	i	i	i	-1.5	i	i	i	i
Cc1ccc(C(=O)NCCNS(C)(=O)=O)cc1	i	i	i	i	i	i	-7.4	i	i	i	i
COC(=O)CSC1=NS(=O)(=O)c2ccccc21	i	i	i	i	i	i	-0.1	i	i	i	i
COc1ccc(OC)c(S(=O)(=O)NC2CC(=O)N(c3ccc(C)c(C)c3)C2)c1 (configuration not stated)	i	i	i	i	i	i	4.8	i	i	i	i
COc1ccc2nc(NC(=O)CSc3nnnn3C)sc2c1	i	i	i	i	i	i	2.7	i	i	i	i
COc1ccc(NS(=O)(=O)c2cc(NC(=O)/C=C/c3cc(OC)ccc3OC)ccc2N2CCCCC2)cc1	i	i	i	i	i	i	12.4	i	i	i	i
Cc1ccc(Cn2c(=N)c(C(=O)NC3CCCCC3)cc3c(=O)n4ccccc4nc32)cc1	20*	i	i	i	i	i	4.5	i	i	i	i
CCn1c(O)c(N=NC(=O)c2cccc(S(=O)(=O)N3CCCCC3)c2)c2ccccc21	15*	i	i	i	i	i	-3.0	i	i	i	i
O=S(=O)(c1ccc(NC(=S)NN=C(C2CC2)C2CC2)cc1)N1CCOCC1	i	i	i	i	i	i	12.6	i	i	i	i
Cc1ccc(/C=C2\SC(=S)N(CCC(=O)N3CCOCC3)C2=O)cc1	i	i	i	i	i	i	-3.0	i	i	i	i
O=C(Nc1nnc(-c2ccccc2)s1)c1ccccc1F	i	i	i	i	i	i	-2.2	i	i	i	i
O=c1c2cc(N3CCOCC3)ccc2[nH]c(=S)n1Cc1cccc(Cl)c1	i	i	i	i	i	i	10.9	i	i	i	i
CC(C)C(c1nnnn1C(C)(C)C)N1CCN(c2cccc(Cl)c2)CC1 (configuration not stated)	i	i	i	i	i	i	/	i	i	i	i
CCCCCCN1CC(O)=C(c2nc3ccccc3[nH]2)C1=N	i	i	i	i	i	i	-5.0	i	i	i	i
COCCOC(=O)C1=C(C)NC(=O)NC1c1cccs1 (configuration not stated)	i	i	i	i	i	i	-5.0	i	i	i	i
Cc1ccc(C)c(S(=O)(=O)N2CCN(C(=O)CSc3ccccc3F)CC2)c1	i	i	i	i	i	i	6.5	i	i	i	i
CCOC(=O)C1=C(CSc2nc(-c3ccccc3)ccc2C#N)OC(N)=C(C#N)C1c1ccc(OC)cc1 (configuration not stated)	i	i	i	i	i	i	20.1	i	i	i	i
CC(=O)N(C)c1ccc(NC(=S)Nc2cccc3ccccc23)cc1	i	i	i	i	i	i	10.1	i	i	i	i
CN1C(=O)NC(c2ccccc2[N+](=O)[O-])C2=C1CC(C)(C)CC2=O (configuration not stated)	i	i	i	i	i	i	2.4	i	i	i	i
Cc1ccc2c(c1)cc(C(=O)N1CCN(c3ccccn3)CC1)n2C	i	i	i	i	i	i	4.7	i	i	i	i
CCCc1c(C(=O)OCC)[nH]c2c1C(=O)CCC2	i	i	i	i	i	i	-15.7	i	i	i	i
CC(CNC(=O)C1CCCCC1)NC(=O)C1CCCCC1 (configuration not stated)	i	i	i	i	i	i	3.3	i	i	i	i
Cc1cccc2sc(N(CCCN(C)C)C(=O)c3ccc4ncsc4c3)nc12	i	i	i	i	i	i	0.9	i	i	i	-5.03*
COc1ccccc1CNC(=O)c1nccnc1CO	i	i	i	i	i	i	-7.2	i	i	i	i
COc1ccccc1NC(=O)COC(=O)c1oc2ccccc2c1C	i	i	i	i	i	i	-8.3	i	i	i	i
Cc1cccc(NC(=O)COc2ccccc2)c1	i	i	i	i	i	i	-7.7	i	i	i	i
COc1ccc(CNC(=O)[C@H](C)NC(=O)C2CCN(S(=O)(=O)c3ccc(C)cc3)CC2)cc1	i	i	i	i	i	i	0.8	i	i	i	i
O=C(O)CSCc1cn2cc(Cl)ccc2n1	i	i	i	i	i	i	1.3	i	i	i	i
CCOC(=O)C1=C(C)Nc2nnnn2C1c1cccnc1 (configuration not stated)	i	i	i	i	i	i	4.5	i	i	i	i
COc1cc(NC(=O)COC(C)=O)c(C)cc1[N+](=O)[O-]	i	i	i	i	i	i	-0.8	i	i	i	i
CC1CN(CCOCCSc2ccc(Cl)cc2)CC(C)O1 (configuration not stated)	i	i	i	i	i	i	-0.9	i	i	i	i
COc1ccc(Cl)c(Cn2c(NCC(C)O)nc3c2c(=O)n(C)c(=O)n3C)c1 (configuration not stated)	i	i	i	i	i	i	-1.3	i	i	i	i
COC(=O)[C@H](CC(C)C)NS(=O)(=O)c1ccccc1	i	i	i	i	i	i	0.4	i	i	i	i
Cc1cccc(NC(=O)C2CCCC2)c1	i	i	i	i	i	i	4.2	i	i	i	i
CCN(CC(=O)NCc1cccs1)C(=O)/C=C/c1cccc(Br)c1	i	i	i	i	i	i	-6.2	i	i	i	i
Cc1oc(-c2cccc(F)c2)nc1CN1CCCCC1CCc1ccccn1 (configuration not stated)	i	i	i	i	i	i	11.6	i	i	i	i

Other structures follow.
mol	TRPC4 PAM	TRPC4 block	TRPC4 agonist	TMEM16A act	MrgX1 antag	MrgX1 ag	SKKanGAS inh	TMEM16A inh	TRPC6 activator	MrgX1 PAM	TRPC6 inhibitor
O=C(CC1C(=O)NCCN1C(=O)Nc1ccccc1)Nc1ccc2c(c1)OCO2 (configuration not stated)	i	i	i	i	i	i	21.6	i	i	i	i
COc1ccc2sc(N3C(=O)CC(Cc4cccc(C)c4)C3=O)nc2c1 (configuration not stated)	i	i	i	i	i	i	-1.7	i	i	i	i
COCCCN(C(=S)NC(=O)C12CC3CC(CC(C3)C1)C2)c1c(N)n(Cc2ccccc2)c(=O)[nH]c1=O	i	i	i	i	i	i	-4.0	i	i	i	i
Cc1ccc(CSc2nnc(-c3ccccc3N)c(=O)[nH]2)cc1	i	i	i	i	i	i	3.4	i	i	i	i
Cc1ccc(CNC(=O)Cc2ccc(Br)cc2)cc1	i	i	i	i	i	i	2.3	i	i	i	i
Cc1ccc2nc3c(cc(C(=O)NCCCn4ccnc4)n3C)c(=O)n2c1	i	i	i	i	i	i	1.3	i	i	i	i
Cc1ccc(NC(=O)C2CCN(S(=O)(=O)c3ccc4c(c3)OCCO4)CC2)nc1	i	i	i	i	i	i	1.2	i	i	i	i
